NPC1 prom act – qHTS Assay for NPC1 Promoter Activators. Potency, µM (titrated, usually from 9.22 µM), inactives show at the highest dose activation, usual class: activators. 320,000 tested, 2.4% active. Huh7 NPC1 promoter luciferase reporter, 24 h;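 also: potency is read from the fitted curve at half-maximal effect; % of control where 0% means no effect; nearly all actives have a fitted effect of over 60% in size; reporter is driven by a mutant NPC1 promoter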
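Huh7 reporter cells (NPC1 promoter driving luciferase) are dosed with compound for 24 h at 37 °C, 5% CO2; luciferase detection reagent is then added and luminescence measured after 10 min at ambient temperature.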
RORg inh – qHTS for inhibitors of ROR gamma transcriptional activity; AID 2551, 2010; Potency, µM (series often up to 53.6 µM), without a hit: top-dose activity change, negative = inhibition, most hits filed as inhibitors; Drosophila S2 Gal4-RORgamma UAS-luciferase reporter, 20 h; 310,000 tested, 5.4% active; also: potency is read from the fitted curve at half-maximal effect; % is scaled to controls: 0 for no effect and ±100 for the full control effect; nearly all actives have a fitted effect of over 60% in size
Target sequence (P51450 whole entry, looked up, the tested form may be a part): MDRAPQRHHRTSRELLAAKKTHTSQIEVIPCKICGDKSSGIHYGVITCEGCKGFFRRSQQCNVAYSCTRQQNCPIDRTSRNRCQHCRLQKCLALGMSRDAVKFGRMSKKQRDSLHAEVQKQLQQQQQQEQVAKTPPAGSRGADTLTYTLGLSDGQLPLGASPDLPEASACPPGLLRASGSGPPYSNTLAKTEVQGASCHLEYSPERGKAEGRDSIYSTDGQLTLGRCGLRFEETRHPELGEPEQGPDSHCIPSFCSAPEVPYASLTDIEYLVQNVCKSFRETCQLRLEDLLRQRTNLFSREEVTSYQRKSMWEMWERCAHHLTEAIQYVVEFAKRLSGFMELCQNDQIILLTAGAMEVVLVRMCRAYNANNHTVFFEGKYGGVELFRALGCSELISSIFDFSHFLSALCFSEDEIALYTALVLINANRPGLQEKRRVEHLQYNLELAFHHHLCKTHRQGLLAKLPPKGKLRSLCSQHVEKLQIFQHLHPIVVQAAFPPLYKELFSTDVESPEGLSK
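Stably transfected Drosophila Schneider cells are the test system, with ROR gamma fused to Gal4 and luciferase under UAS control; luminescence is read after 20 hr of 700 uM copper sulfate induction at ambient temperature.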
Gal4-VP16 FLuc – VP16 counterscreen qHTS for inhibitors of ROR gamma transcriptional activity; Drosophila S2 Gal4-VP16 UAS-luciferase, luminescence, 20 h; Potency, µM (series often up to 53.6 µM), for inactives: at the top dose activity, negative = inhibition, hits mostly inhibitors; 310,000 tested, 3.5% active; AID 2546, 2010;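 also: Gal4-VP16 expression switched on by copper sulfate through the metallothionein promoter; potency is read from the fitted curve at half-maximal effect; % is scaled to controls: 0 for no effect and ±100 for the full control effect; nearly all actives have a fitted effect of over 50% in size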
Giardia killer – Small Molecules that selectively kill Giardia lamblia: qHTS | Giardia lamblia trophozoite viability | activity change, % at 7.66 µM, hits read low | 340,000 tested, 0.15% active; in the data active = activity change below about -80%; inconclusive = between about -30% and that limit;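 also: parasites exposed to compound for two days anaerobically before the ATP read; % is scaled to controls: 0 for no effect and ±100 for the full control effect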
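Compounds were tested on trophozoites seeded at 100 cells/well and held 48 hrs at 37 deg C anaerobically. An ATP-based luminescent kit measured the remaining live cells.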
Tb PFK inh – qHTS Assay to Find Inhibitors of T. brucei phosphofructokinase. ATP-dependent 6-phosphofructokinase (Trypanosoma brucei brucei), O15648. Potency, µM (doses to about 57.5 µM), inactives show at the top dose activity, negative = inhibition, most hits filed as inhibitors. T. brucei PFK, ADP-Glo luminescence. 330,000 tested, 0.17% active;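 also: potency is read from the fitted curve at half-maximal effect; 0% = uninhibited 1x PFK enzyme wells and -100% = no-enzyme wells; nearly all actives have a fitted effect of over 60% in size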
Target sequence (O15648 whole entry, looked up): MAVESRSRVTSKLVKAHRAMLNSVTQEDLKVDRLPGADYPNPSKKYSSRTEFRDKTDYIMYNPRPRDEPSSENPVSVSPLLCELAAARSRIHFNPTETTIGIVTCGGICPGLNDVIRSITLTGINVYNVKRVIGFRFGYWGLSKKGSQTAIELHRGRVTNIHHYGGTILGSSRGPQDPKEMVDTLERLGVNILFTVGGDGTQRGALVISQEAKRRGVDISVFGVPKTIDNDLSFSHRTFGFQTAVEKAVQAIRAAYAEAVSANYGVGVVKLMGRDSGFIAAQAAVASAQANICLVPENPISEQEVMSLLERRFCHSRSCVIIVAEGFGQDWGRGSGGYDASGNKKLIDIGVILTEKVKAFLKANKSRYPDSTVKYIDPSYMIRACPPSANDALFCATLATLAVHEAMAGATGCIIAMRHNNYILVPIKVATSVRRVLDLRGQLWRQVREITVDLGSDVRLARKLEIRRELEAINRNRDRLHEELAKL
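ADP-Glo luminescence quantified ADP after 45 min at room temperature, with 1.25 nM T. brucei PFK, 0.1 mM ATP and 0.5 mM fructose-6-phosphate in pH 8.0 TEA buffer. qHTS titrations up to 57 µM; curves classified by quality.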
uPA generation – qHTS for Inhibitors of Cell Surface uPA Generation; 330,000 tested, 0.31% active; cell surface uPA generation assay, qHTS; Potency, µM (highest dose often 38.3 µM), without a hit: at the highest dose activity change, negative = inhibition, most hits filed as inhibitors; AID 540303, 2011; active = well fitted inhibition curve with a large enough effect; inconclusive = small, poorly fitted or top-dose-only effect; inactive = no such curve, though single readings can be large or run the other way; tested in mouse RAW 264.7 cells; also: potency is read from the fitted curve at half-maximal effect; % is scaled to controls: 0 for no effect and ±100 for the full control effect; nearly all actives have a fitted effect of over 55% in size
FLuc modulator – qHTS profiling assay for firefly luciferase inhibitor/activator using purifed enzyme and Km concentrations of substrates (counterscreen for miR-21 project); purified FLuc, Km substrates, luminescence inhibition; Potency, µM (series often up to 57.5 µM), without a hit: at the highest dose activity change, negative = inhibition, actives largely listed as inhibitors; 360,000 tested, 6.9% active;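 also: potency is read from the fitted curve at half-maximal effect; plate controls were vehicle for no effect and reference inhibitor for full effect; nearly all actives have a fitted effect of over 55% in size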
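Purified P. pyralis luciferase, 10 nM final, with Km-level 10 uM D-luciferin and 10 uM ATP in 50 mM Tris acetate pH 7.5, 10 mM Mg acetate, 0.01% Tween-20, 0.05% BSA; 6-point qHTS titration about 60 µM downward; luminescence read.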
Rab9 promoter act – qHTS Assay for Rab9 Promoter Activators. 320,000 tested, 2.8% active. Potency, µM (series often up to 9.22 µM), for the others: at the highest dose activation, negative = inhibition, hits mostly activators. Huh7 Rab9 promoter-luciferase reporter, luminescence, 24 h; also: potency is read from the fitted curve at half-maximal effect; % of control where 0% means no effect; nearly all actives have a fitted effect of over 60% in size
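Using Huh7 cells stably transfected with Rab9 promoter–luciferase, compounds were incubated 24 h at 37 °C, 5% CO2; luciferase luminescence was read 10 min after reagent addition.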
FBPA coupling cs – qHTS Assay for Inhibitors of Fructose-1,6-bisphosphate Aldolase from Giardia Lamblia: Coupling assay counterscreen. coupling enzyme system counterscreen, AmpLite Red fluorescence. activity change, negative = inhibition, % at 58.2 µM, hits read low. 290,000 tested, 0.67% active. AID 2472, 2010; in the data active = activity change below about -30%; also: % is scaled to controls: 0 for no effect and ±100 for the full control effect
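Final compound at 57.5 uM, incubated 10 min at RT with coupling enzyme reagent (glyceraldehyde-3-phosphate), then 20 min with substrate and AmpLite Red detection. Fluorescence read at 525/598 nm; tests interference with the coupling assay, not aldolase inhibition.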
KCNH2 3.1 block – qHTS for Inhibitors of KCHN2 3.1: Mutant qHTS; Potassium voltage-gated channel subfamily H member 2, brain isoform KCNH2 3.1 (human); U2OS KCNH2 3.1, thallium flux FluxOr; stronger effect = lower value; activity change, % (tested at about 1.8 µM); 340,000 tested, 0.95% active;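 active = maximum activity change below -70%; inconclusive = maximum activity change from -70% to -50%; inactive = maximum activity change above -50%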;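 also: thallium influx rate constant from kinetic fluorescence after stimulation buffer; % is scaled to controls: 0 for no effect and ±100 for the full control effect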
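FluxOr-based Tl+ influx in U2OS cells transduced with KCNH2 3.1 virus; rate constants normalized to DMSO controls.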
ELG1 genotox – qHTS screen for small molecules that induce genotoxicity in human embryonic kidney (HEK293T) cells expressing luciferase-tagged ELG1. HEK293T ELG1-luciferase reporter, luminescence, 16 h. Potency, µM (titrated, usually from 46 µM), inactives show at the highest dose activity change, positive = activation, most hits filed as activators. 330,000 tested, 1.3% active; also: potency is read from the fitted curve at half-maximal effect; % of control where 0% means no effect; nearly all actives have a fitted effect of over 60% in size
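Step 1: seed 2,000 HEK293T ELG1-luciferase cells per well. Step 2: add compound or DMSO, incubate 16 hr at 37 °C. Step 3: ONE-Glo, 30 min at room temperature, read luminescence.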
* marks the source's active call; other numbers are inactive results; ? = inconclusive; · = not tested or not shown; [ ] = dose if it differs, or a comment. Unless noted, calls follow the shape of the dose curve; as a rule, active = well fitted curve in the direction sought with a large enough effect; inconclusive = small, poorly fitted or top-dose-only effect, or another doubt; inactive = no such curve, though single readings can be large; an effect the other way counts as inactive or inconclusive.

SMILES | NPC1 prom act | RORg inh | Gal4-VP16 FLuc | Giardia killer | Tb PFK inh | uPA generation | FLuc modulator | Rab9 promoter act | FBPA coupling cs | KCNH2 3.1 block | ELG1 genotox
Cc1ccc(N(C(=O)CNC(=O)c2ccco2)C(C(=O)NC2CCCCC2)c2cccnc2)c(C)c1 (stereo unspecified) | 0% | -27% | -4% | 2 | 1% | 0% | 3% | 3% | 1 | 6 | 3%
Cc1ccc(Oc2cc(NC(=O)CCCn3nc(C)c([N+](=O)[O-])c3C)cc([N+](=O)[O-])c2)cc1 | -7% | ? | 1µM* | 9 | 0% | 0% | -2% | -1% | -6 | -5 | -4%
COc1ccc(N2CC(C(=O)N/N=C/c3ccc(C)cc3)CC2=O)cc1 (stereo unspecified) | -30% | -2% | 0% | -10 | 0% | -14% | -1% | -30% | 0 | · | 2%
O=C(COc1ncnc2ccccc12)NCc1ccc2c(c1)OCO2 | 5% | 2% | 9% | 1 | 0% | -1% | 3% | -1% | -2 | 6 | 2%
CSc1ncccc1C(=O)OCC(=O)N1CCOCC1 | 1% | -1% | 1% | -9 | 1% | 7% | 3% | -6% | -1 | 12 | 4%
CC1(NC(=O)Nc2cccc3ccccc23)CCS(=O)(=O)C1 (stereo unspecified) | 0% | -3% | -1% | 23 | -3% | 1% | 3% | 8% | 0 | 4 | 2%
S=C(NCCCN1CCOCC1)Nc1cccc(Cl)c1 | -4% | -11% | 4% | -1 | 2% | 1% | 2% | 2% | 0 | 16 | -3%
COc1cc(CC(=O)NC(c2ccccc2)c2ccccc2)cc(OC)c1OC | -2% | 18% | 0% | 12 | 0% | · | 2% | -2% | 0 | -5 | -2%
CCOCCCNC(=O)Cn1nc(-c2ccccc2)ccc1=O | 1% | -29% | 8% | -11 | 0% | 6% | ? | -8% | 1 | -3 | -1%
CCOc1ccccc1C(=O)NCC(=O)N(C)Cc1cccnc1 | -1% | 10% | 24% | 9 | 2% | -1% | -3% | 0% | -1 | 0 | -1%
CCc1cccc(NC(=O)c2ccc(CNc3c(N4CCCC4)c(=O)c3=O)cc2)c1 | -3% | -11% | 4% | -23 | -2% | -3% | ? | 1% | 0 | 13 | 2%
CNS(=O)(=O)c1cnccc1N1CCN(C)CC1 | 0% | 1% | -4% | -5 | -1% | 1% | 1% | -2% | 2 | 14 | -1%
Cc1onc(C(=O)NN)c1C(=O)N1CCN(C(c2ccccc2)c2ccccc2)CC1 | -5% | -15% | -9% | 10 | 0% | -1% | -11% | 0% | 1 | -1 | -5%
CCn1c(C)[n+](CCOCC[n+]2c(C)n(CC)c3cc(Cl)c(Cl)cc32)c2cc(Cl)c(Cl)cc21 | -1% | 2% | 1% | -7 | -3% | -7% | 6% | 29% | 3 | 5 | 0%
CCN(CC)S(=O)(=O)c1ccc(N/N=C(\C)c2ccc(OC)cc2O)nc1 | -38%[inhibitor] | 0.71µM* | 2.5µM* | -10 | 5% | 5.6µM* | -19% | -37%[inhibitor] | -20 | 2 | ?
COc1ccccc1C1=NNC(=NCc2ccccc2)SC1 | 11% | 11µM* | -5% | 3 | 2% | -1% | ? | 20% | 0 | -3 | 6%
O=C(CCC(=O)NNC(=O)COc1ccc(Br)cc1Br)NCc1ccccc1 | -1% | 7% | 0% | -15 | -7% | 0% | -4% | -10% | 4 | 2 | 1%
CCOc1ccc(N2C(=O)CC(n3nc(C)cc3C)C2=O)cc1 (stereo unspecified) | -2% | -23% | 0% | 3 | 0% | -5% | 0% | -3% | 0 | 1 | 0%
CCOC(=O)c1cc(=O)n(Cc2ccccc2C)c2ccccc12 | -2% | ? | -5% | 6 | -1% | · | ? | 0% | 0 | 8 | -7%
CC1CCCCN1S(=O)(=O)c1ccc(S(=O)(=O)N2CCN(c3ccccc3)CC2)cc1 (stereo unspecified) | -2% | -6% | 5% | 0 | 0% | -1% | 1% | -5% | 3 | -13 | 15%
COc1ccccc1NC(=O)c1ccc(NC(=O)c2nc3nccc(C)n3n2)cc1 | 1% | · | · | 3 | 11% | 19% | 0% | -1% | · | -4 | -1%
C/C(=N\NC(=O)CNC(=O)c1ccncc1)c1ccc(C)cc1 | -6% | 8% | 0% | -10 | -1% | 5% | -3% | -2% | 2 | -4 | -8%
O=C(CBr)N1CCc2ccccc2C(c2ccccc2)C1 (stereo unspecified) | -1% | ? | 0% | -1 | -23% | 1% | -6% | 6% | 0 | -1 | 5%
O=[N+]([O-])c1ccc(C(=S)N2CCC(Cc3ccccc3)CC2)cc1 | 1% | 10% | -13% | 14 | 0% | -4% | 2% | 12% | 2 | -10 | -4%
O=C(CSc1ccc([N+](=O)[O-])cc1)Nc1cccc(S(=O)(=O)Nc2ccccc2F)c1 | -4% | 39% | -19% | -24 | ? | -1% | ? | 0% | 3 | · | -9%
Nc1ncnc(N(c2ccccc2)C2CCCCC2)c1[N+](=O)[O-] | 5% | 20% | -7% | 3 | -2% | · | 5% | 0% | 1 | 15 | -7%
C/C(N)=C(/C#N)C(=O)COC(=O)c1ccccc1Cc1ccccc1 | -1% | 25% | 12% | -1 | -3% | 9% | -17% | -4% | 2 | 4 | 5%
CC(C)NC(=O)N1CCC(c2nc3ccccc3s2)CC1 | 0% | 0% | -3% | 42[activator] | 6% | 7% | 0% | -10% | 1 | 4 | -4%
CCCCn1nnnc1NCc1cccs1 | -4% | -38% | 4% | 6 | 0% | · | 0% | -1% | 3 | -7 | 1%
O=C(CN1C(=O)C(=O)N(Cc2ccco2)C1=O)NC1CCCCC1 | -4% | 12% | 2% | -7 | -1% | 17% | -6% | 1% | 5 | 38 | 1%
CC(C)c1nc(=S)n(-c2ccccc2)[nH]1 | 0% | 5.6µM* | ? | -12 | -9% | -1% | 0% | 0% | 1 | 5 | 2%
CS(=O)(=O)NN1C(=O)c2ccccc2NC1c1ccccc1O (stereo unspecified) | 3% | 3% | 2% | 10 | -19% | -2% | 5% | 0% | -1 | 3 | 0%
COc1ccc(NC(=O)C2CCCN2C(=O)Nc2cccc(F)c2)cc1 (stereo unspecified) | 0% | -8% | 9% | 3 | 3% | -1% | -2% | 0% | -1 | 7 | 1%
CCOc1ccc(S(=O)(=O)N(CC(N)=O)c2ccc(C)cc2)cc1 | 0% | 13% | 1% | -1 | 4% | -5% | 0% | 0% | 1 | -5 | 0%
Cc1ccc(CNC(=O)C(=O)NCC2OCCCN2S(=O)(=O)c2cccs2)cc1 (stereo unspecified) | -9% | 15% | -6% | -5 | -2% | 10% | 1% | -5% | · | 12 | 0%

In the list so far, 6 contain an aryl methoxy group.
SMILES | NPC1 prom act | RORg inh | Gal4-VP16 FLuc | Giardia killer | Tb PFK inh | uPA generation | FLuc modulator | Rab9 promoter act | FBPA coupling cs | KCNH2 3.1 block | ELG1 genotox
COc1ccc(N2CC(C(=O)N/N=C/c3ccc(C)cc3)CC2=O)cc1 (stereo unspecified) | -30% | -2% | 0% | -10 | 0% | -14% | -1% | -30% | 0 | · | 2%
COc1cc(CC(=O)NC(c2ccccc2)c2ccccc2)cc(OC)c1OC | -2% | 18% | 0% | 12 | 0% | · | 2% | -2% | 0 | -5 | -2%
CCN(CC)S(=O)(=O)c1ccc(N/N=C(\C)c2ccc(OC)cc2O)nc1 | -38%[inhibitor] | 0.71µM* | 2.5µM* | -10 | 5% | 5.6µM* | -19% | -37%[inhibitor] | -20 | 2 | ?
COc1ccccc1C1=NNC(=NCc2ccccc2)SC1 | 11% | 11µM* | -5% | 3 | 2% | -1% | ? | 20% | 0 | -3 | 6%
COc1ccccc1NC(=O)c1ccc(NC(=O)c2nc3nccc(C)n3n2)cc1 | 1% | · | · | 3 | 11% | 19% | 0% | -1% | · | -4 | -1%
COc1ccc(NC(=O)C2CCCN2C(=O)Nc2cccc(F)c2)cc1 (stereo unspecified) | 0% | -8% | 9% | 3 | 3% | -1% | -2% | 0% | -1 | 7 | 1%

Outcome played no part in choosing rows; any-hit rate near 14%.
